# PAFAH1B3 inh: PAFAH1B3 enzyme inhibitors, primary screen, biochemical, fluorescence polarization, human; recombinant PAFAH1B3, FP-rhodamine probe; inhibition, % at 3.39 µM; AID 492972, 2010; actives 0.28% (n = 340,000); Platelet-activating factor acetylhydrolase IB subunit alpha1 (Homo sapiens), Q15102;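 active means inhibition above the screen-wide average of all tested compounds plus 3 SD, cut at about 25% in these data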;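 further: 0% = enzyme with DMSO only and 100% = wells lacking PAFAH1B3 protein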
# PAFAH2 FP inh: PAFAH2 enzyme inhibitors, primary screen, biochemical, fluorescence polarization, human | Platelet-activating factor acetylhydrolase 2, cytoplasmic (Homo sapiens), Q99487 | recombinant PAFAH2, FP-rhodamine activity probe | inhibition, % at 3.39 µM | actives 0.99% (n = 340,000);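 active means inhibition above the mean over all tested compounds plus 3 SD, cut at about 30% in these data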;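 further: inhibitors block probe labeling of enzyme so polarization drops; 0% = enzyme with DMSO and 100% = wells lacking PAFAH2 protein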
# GSTO1 counter: inhibitors of recombinant GSTO1, primary screen, counter-screen for RBBP9 inhibitor project, biochemical, fluorescence polarization; actives 1.1% (n = 300,000); inhibition, % at 5.96 µM; Glutathione S-transferase omega-1 (Homo sapiens), P78417; AID 1974, 2009; activity-based probe fluorescence polarization;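 active means inhibition above the campaign mean inhibition plus 3 SD, cut at about 35% in these data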;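 further: 0% = GSTO1-1 with DMSO and 100% = wells lacking GSTO1-1 enzyme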
# Target sequence (P78417 whole entry, looked up): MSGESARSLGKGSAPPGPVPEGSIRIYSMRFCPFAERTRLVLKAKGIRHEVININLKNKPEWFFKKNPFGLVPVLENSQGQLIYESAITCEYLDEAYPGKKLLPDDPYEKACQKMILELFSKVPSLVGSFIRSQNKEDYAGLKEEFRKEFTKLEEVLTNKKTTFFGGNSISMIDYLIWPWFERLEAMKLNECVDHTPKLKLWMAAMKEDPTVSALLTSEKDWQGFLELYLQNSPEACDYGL
# LYPLA1 inh: LYPLA1 inhibitors, primary screen, counter-screen for PME1 inhibitor project, biochemical, fluorescence polarization, FP-Rh probe ABPP. inhibition, % at 5.9 µM. actives 0.16% (n = 320,000). Acyl-protein thioesterase 1 (Homo sapiens), O75608. recombinant LYPLA1;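 active means inhibition above the mean of all tested compounds plus 3 SD, set per campaign, cut at about 14% in these data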;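 further: inhibitors block serine hydrolase probe labeling of LYPLA1 so polarization falls; 0% = enzyme with DMSO and 100% = wells lacking LYPLA1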
# PAFAH1B2 inh: PAFAH1B2 enzyme inhibitors, primary screen, biochemical, fluorescence polarization, human. inhibition, % at 3.39 µM. Platelet-activating factor acetylhydrolase IB subunit alpha2 (Homo sapiens), P68402. actives 1.2% (n = 340,000). recombinant PAFAH1B2, FP-rhodamine activity probe. AID 492953, 2010;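 active means inhibition above the mean of all tested compounds plus 3 SD, cut at about 24% in these data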;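 further: 0% = enzyme with DMSO and 100% = wells lacking PAFAH1B2; many of its hits are not listed in these tables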
# Target sequence (P68402 whole entry, looked up): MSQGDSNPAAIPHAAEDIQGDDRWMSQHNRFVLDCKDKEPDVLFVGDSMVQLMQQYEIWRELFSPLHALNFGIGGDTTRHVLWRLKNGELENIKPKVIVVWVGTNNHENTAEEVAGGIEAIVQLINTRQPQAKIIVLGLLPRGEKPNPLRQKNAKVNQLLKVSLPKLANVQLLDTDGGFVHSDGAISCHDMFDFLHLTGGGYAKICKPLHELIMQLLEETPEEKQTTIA
# PAD4 FP inh: human PAD4 inhibitors, primary screen, biochemical, fluorescence polarization, 1536-well format; actives 0.41% (n = 330,000); Protein-arginine deiminase type-4 (Homo sapiens), Q9UM07; inhibition, % at 6.36 µM; AID 485272, 2010; recombinant PAD4, RCA probe fluorescence polarization;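 active means percent inhibition above a cutoff equal to the mean of all tested compounds plus 3 SD, cut at about 15% in these data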;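 further: 0% = PAD4 with RCA probe and DMSO and 100% = probe without PAD4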
# PREPL inhibitor: PREPL enzyme inhibitors, primary screen, biochemical, fluorescence polarization. actives 0.68% (n = 320,000). Prolyl endopeptidase-like (Homo sapiens), Q4J6C6. inhibition, % at 5.96 µM. recombinant PREPL, fluorescence polarization activity-based probe; in the data active means inhibition above about 43%;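 further: 0% = enzyme with DMSO and 100% = wells lacking enzyme; many of its hits are not listed in these tables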
# pPAFAH FP inh: pPAFAH enzyme inhibitors, primary screen, biochemical, fluorescence polarization, human | recombinant pPAFAH, FP-rhodamine probe fluorescence polarization | actives 1.5% (n = 330,000) | AID 463082, 2010 | inhibition, % at 3.39 µM | Platelet-activating factor acetylhydrolase (Homo sapiens), Q13093;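 active means inhibition above the mean inhibition across the screen plus 3 SD, cut at about 25% in these data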;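 further: inhibitors block binding of the rhodamine activity-based probe so polarization drops; 0% = enzyme with DMSO and 100% = wells lacking pPAFAH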
# Target sequence (Q13093 whole entry, looked up): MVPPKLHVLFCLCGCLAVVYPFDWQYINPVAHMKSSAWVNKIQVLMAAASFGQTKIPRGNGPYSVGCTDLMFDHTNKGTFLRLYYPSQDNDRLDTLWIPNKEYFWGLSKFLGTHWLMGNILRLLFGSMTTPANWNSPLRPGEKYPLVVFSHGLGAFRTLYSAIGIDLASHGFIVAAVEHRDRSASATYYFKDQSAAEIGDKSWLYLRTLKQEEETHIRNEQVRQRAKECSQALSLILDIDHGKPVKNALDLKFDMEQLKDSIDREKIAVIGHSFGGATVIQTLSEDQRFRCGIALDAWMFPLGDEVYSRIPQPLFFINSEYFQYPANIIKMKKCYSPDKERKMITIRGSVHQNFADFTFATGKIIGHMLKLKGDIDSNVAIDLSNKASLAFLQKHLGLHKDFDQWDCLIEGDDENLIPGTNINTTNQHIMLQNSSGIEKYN
# LYPLA2 inh: LYPLA2 inhibitors, primary screen, counter-screen for PME1 inhibitor project, biochemical, fluorescence polarization, FP-Rh probe ABPP; actives 0.38% (n = 320,000); inhibition, % at 5.9 µM; recombinant LYPLA2;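 active means inhibition above the screen-wide mean plus 3 SD, limit set per campaign, cut at about 26% in these data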;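 further: 0% = LYPLA2 with DMSO and 100% = wells lacking LYPLA2 enzyme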
# Starred values were filed as active, the others as inactive; nt = no result given. This is a subset. The share of hits here may be higher or lower than overall.
Structure,PAFAH1B3 inh,PAFAH2 FP inh,GSTO1 counter,LYPLA1 inh,PAFAH1B2 inh,PAD4 FP inh,PREPL inhibitor,pPAFAH FP inh,LYPLA2 inh
Cc1c(N2C(=O)c3ccc(F)cc3C2=O)c(=O)n(-c2ccccc2)n1C,7,-10,6,-2,2,2,-8,17,-1
COC(=O)COc1cc(Cl)c(C=O)cc1OC,4,3,-2,1,-2,0,1,-1,4
CCOc1cccc(NC(=O)C2CCCN(S(=O)(=O)c3ccc(OC)cc3)C2)c1 (centres undefined),11,-6,4,-4,1,-2,-3,3,-3
CCn1c(SCC(=O)N2CCCCC2C)nc2c1c(=O)n(C)c(=O)n2C (centres undefined),-3,-6,1,-3,0,5,19,-1,0
CCC1CCCCN1CCCNC(=O)CCCNC(=O)Cn1cnc2sc3c(c2c1=O)CCCC3 (centres undefined),5,-4,-10,-1,-1,1,13,10,2
CC(=O)Nc1cc(C(=O)N2CCOCC2)ccc1S(=O)(=O)c1ccc(C)cc1,5,2,-2,-6,5,1,3,3,-2
COc1ccc(-c2nc(C#N)c(N3CCC(C(N)=O)CC3)o2)cc1OC,0,1,6,3,0,-7,11,8,6
O=C(N/N=C/c1ccc(Cl)c([N+](=O)[O-])c1)c1cc(-c2ccccc2)nc2ccccc12,-4,-9,-1,0,-3,0,-10,-2,-3
O=C(NC(=S)Nc1cc(C(F)(F)F)ccc1N1CCOCC1)c1ccc(-c2cccc(Cl)c2)o1,-7,-22,-1,-3,-6,0,2,4,1
CCOc1ccc(CCNS(=O)(=O)c2ccc3c(c2)NC(=O)CO3)cc1OCC,14,6,21,-2,0,2,-1,4,1
Cc1ccc(C(=O)CSc2nc(-c3ccccc3)cc(=O)[nH]2)cc1,6,-1,-1,-3,12,-3,-5,-4,-5
COc1ccc(C(=O)NCC(=O)N/N=C/C(C)=C/c2ccco2)cc1OC,5,6,-4,-3,-1,-2,-5,2,0
CCCOc1ccc(C=Nc2ccc(OC)c(S(=O)(=O)N3CCOCC3)c2)c(O)c1,7,4,nt,0,1,0,15,-1,-3
CNC(=O)CSc1nc2cccnc2n1C1CCCCC1,3,-7,-5,-2,2,-8,-17,8,7
COc1cc(N2CCCC2)ccc1C=O,0,-1,16,2,-3,7,14,0,8
CC(C)CCOc1ccc(C2(C)NC(=O)N(CN3CCOCC3)C2=O)cc1 (centres undefined),8,-4,4,1,7,-6,-6,3,-4
NS(=O)(=O)c1ccc(NC(=O)COC(=O)Cc2ccc(Cl)cc2)cc1,7,3,8,-3,11,0,7,1,4
COc1ccc(NC(=O)c2cc(S(=O)(=O)N3CCOCC3)ccc2C)cc1S(=O)(=O)N1CCOCC1,9,4,nt,nt,4,-2,12,1,nt
COc1ccc(OC)c(NC(=O)c2sc3nc(Cc4ccccc4)cc(C(F)(F)F)c3c2N)c1,-2,0,1,0,5,2,2,-1,6
COc1ccc(N(C(=O)c2ccccc2OC(C)=O)C(C)C2CC2)cc1 (centres undefined),10,-3,7,3,4,-3,4,3,3
CC1Oc2ccccc2C=C1C1/C(=C(/O)c2ccccc2)C(=O)C(=O)N1CCCN(C)C (centres undefined),1,4,7,-5,11,-3,0,3,-5
CCCC(NC(=O)C(C)Sc1nnnn1C1CC1)c1ccccc1 (centres undefined),5,4,nt,-4,5,0,6,1,6
CC1(C)CC(NS(=O)(=O)c2cccc3ccccc23)CC(C)(C)N1,2,4,5,-3,7,-2,0,0,4
Cc1ccccc1CN1C[C@@H]2C[C@@H](c3cn[nH]c3-c3ccc(F)cc3)N3CCC[C@@]23C1=O,12,3,-1,-1,5,6,15,3,2
Cc1cc(C)c(C#N)c(Nc2cccc(C)c2C)n1,5,-2,0,-2,4,5,13,6,-4

# (continued)
Structure,PAFAH1B3 inh,PAFAH2 FP inh,GSTO1 counter,LYPLA1 inh,PAFAH1B2 inh,PAD4 FP inh,PREPL inhibitor,pPAFAH FP inh,LYPLA2 inh
Cc1cccc(CC(=O)NCC2CCCCC2)c1,5,-1,-2,1,3,-7,2,1,-5
CCCCCCP(=O)(O)c1ccccc1,-4,11,-1,-3,3,2,-1,5,-3
CCCCn1c(SCC(=O)NCc2ccco2)nnc1-c1ccoc1C,1,2,-1,1,-5,-5,12,14,5
O=S(=O)(c1ccc(-c2cnc(C3CC3)o2)cc1)N1CCN(c2ccccc2)CC1,9,-2,-1,3,2,-1,-66,12,4
Cc1cc(C)c2nc(SCC(=O)NCCN3C(=O)CSC3=O)cc(C)c2c1,4,10,1,-3,-2,-5,16,13,-5
C/C(=N\NC(=O)c1ccccc1)c1ccc(N2CCOCC2)cc1,9,4,1,-1,0,1,3,5,3
COc1ccc(CC(=O)NCC(=O)N/N=C/c2c[nH]c3ccccc23)cc1,-5,-9,-1,-2,0,-1,-2,9,4
O=C(Nc1ccc(S(=O)(=O)N2CCOCC2)cc1)c1ccc(Br)o1,5,2,0,4,5,3,-3,5,4
Cc1ccc(C2=NN(S(=O)(=O)c3ccccc3)C(c3ccco3)C2)cc1 (centres undefined),7,7,nt,-2,0,2,-1,4,-6
COc1ccc(S(=O)(=O)N2CCOCC2)cc1C(=O)Nc1ccon1,8,4,1,0,1,-2,0,4,-6
NCCCn1c(C(=O)c2cc(Cl)c(N)c(Cl)c2)c2ccc(C(F)(F)F)cc2[n+]1[O-],6,0,1,1,-7,-5,21,0,-2
Cc1cccc(N(CC(=O)NC2CCCC2)C(=O)CS(=O)CC(=O)Nc2ccc3c(c2)OCO3)c1 (centres undefined),15,1,0,0,2,-1,21,7,4
Cc1nn2c(-c3ccccc3)ccnc2c1Br,6,-5,1,-2,7,1,2,6,0
CN(C)CCN1C(=O)C2C3C=CC(C3)C2C1=O (centres undefined),-1,9,6,-1,5,2,4,4,3
CC1CCCCN1C(=O)CCS(=O)(=O)c1cc2c(cc1Cl)NC(=O)CO2 (centres undefined),6,-2,0,-4,6,4,0,2,1
CC(=O)Nc1ccc(S(=O)(=O)N2CCN(c3cc(C)ccc3C)CC2)cc1,12,-4,-5,-4,3,-5,-20,3,-5
Nc1ncc(Br)cc1S(=O)(=O)NCCC(=O)N1CCN(c2ccccn2)CC1,3,6,8,2,1,-1,-20,-2,24
COc1ccc(Oc2nc(C)cc(C)c2S(=O)(=O)c2ccc(C)cc2)cc1,8,6,-3,0,-1,-3,16,2,-1
COCCCNc1ccnc2c(Cl)cccc12,2,-2,4,-3,0,-1,16,1,-6
C=CCC1c2cccc(C(=O)O)c2C(=O)N1c1ccc(F)cc1 (centres undefined),-1,-2,19,2,17,-2,7,3,-2
CCN(CC(=O)Nc1c(F)cccc1F)C(=O)CCCc1c[nH]c2ccccc12,4,0,3,1,1,-4,1,6,-4
O=C(c1cc2ccccc2o1)N1CCOCC1,7,4,4,2,3,5,0,-2,0
COc1ccc(C(CNC(=O)C(CCSC)NC(=O)c2ccccc2Cl)N2CCCCC2)cc1 (centres undefined),1,-1,nt,1,-2,-1,10,-4,2
COc1ccc(CNC(=O)C(C)OC(=O)CCN2C(=O)C3CC=CCC3C2=O)cc1 (centres undefined),6,3,0,-2,8,-4,0,3,0
CC(=O)NC(CCS(C)(=O)=O)C(=O)Nc1cc(C)on1 (centres undefined),-1,-4,-7,-2,0,0,-2,-6,-2

# New compounds follow:
Structure,PAFAH1B3 inh,PAFAH2 FP inh,GSTO1 counter,LYPLA1 inh,PAFAH1B2 inh,PAD4 FP inh,PREPL inhibitor,pPAFAH FP inh,LYPLA2 inh
Cc1nnc2sc(-c3ccc(NC(=O)CSc4ccc(Cl)cc4)cc3)nn12,-4,-2,-21,-3,8,0,-71,10,-5
C[C@@H]1CC[C@@]2(O[C@@H](CCO)C[C@H](O)[C@H]2O)O1,7,2,2,0,0,-1,3,1,4
COc1ccc(S(=O)(=O)N2CCc3ccccc32)cc1C(=O)NCC(c1ccco1)N1CCCC1 (centres undefined),14,6,nt,nt,4,3,-17,3,nt
CCCC(=O)Nc1ccc2nc(SCC(=O)N3CCCC3)sc2c1,10,-10,-1,0,0,-2,5,3,8
O=C(COC(=O)c1ncc(Cl)c(Cl)c1Cl)NNC(=O)c1ccccc1,-2,0,0,0,-6,-4,1,23,2
Cc1ccccc1CC1SC(N=C(N)N)=NC1=O (centres undefined),5,2,-5,2,1,0,0,3,1
CCc1nnc(NC(=O)Nc2ccc(Cl)cc2)s1,1,-3,2,-5,-2,-4,3,-3,-10
O=C(Nc1ccc(O)c2c(=O)cc(-c3cccc(Cl)c3)oc12)c1cccc(Cl)c1,-11,-5,3,-3,-7,3,12,0,0
CN(C)S(=O)(=O)c1ccc(Cl)c(C(=O)Nc2ccc(S(=O)(=O)N3CCOCC3)cc2)c1,10,-8,8,2,1,-7,-6,1,23
CC(C)Cn1c(N)c(C(=O)COC(=O)c2ccccc2C(=O)c2ccccc2)c(=O)n(C)c1=O,-2,6,nt,nt,4,4,33,1,nt
Cc1ccc(C)c(S(=O)(=O)NCCOC(=O)Nc2sc(=S)n(C)c2C)c1,-3,4,6,1,-1,-3,12,2,-6
CN(C)CCC(=O)c1ccc2c(c1)OCO2,5,0,-7,1,5,-3,15,-7,-1
CCCCCOC(=O)c1ccc(N2C(=O)C3C4C=CC(C4)C3C2=O)cc1 (centres undefined),11,3,-4,-4,3,-1,2,10,1
CC(=O)Nc1cccc(NC(=O)CSc2ccc(-c3cccnc3)nn2)c1,3,-1,-1,-2,-2,-2,-11,1,0
CCn1c2ccccc2c2cc(/C=N/NC(=O)c3ccccc3)ccc21,-8,-14,-28,-24,1,3,21,2,-21
CC(=O)N(c1ccccc1)c1c(F)c(F)c(F)c(F)c1F,0,-8,2,-2,7,-4,8,5,-6
O=C(CCn1cccc1)NCc1ccc(Cl)cc1,1,-1,16,1,0,-1,-10,2,3
O=C(O)c1cccc(CN2C(=O)S/C(=C/c3cccc([N+](=O)[O-])c3)C2=O)c1,4,-5,-3,-1,3,1,7,1,5
Cc1ccc(N(C(=O)c2csnn2)C(C(=O)NC2CCCC2)c2ccccn2)c(C)c1 (centres undefined),4,-4,3,0,6,-5,8,-4,-6
CC1CCC(=C(C#N)c2nc(-c3cc4ccccc4oc3=O)cs2)CC1 (centres undefined),2,7,-1,2,2,-3,12,5,8
O=C(CSc1nc2sccc2c(=O)[nH]1)N1CCN(c2ccccc2)CC1,9,8,6,-4,5,3,42,9,-3
CC1CCc2c(sc3ncnc(SC(C)C(=O)NCC4CCCO4)c23)C1 (centres undefined),11,8,-9,-2,1,-1,6,1,2
CCNC(=O)C(=O)Nc1ccc2c(c1)N(S(=O)(=O)c1cccs1)CCC2,2,2,-2,2,10,-5,1,7,1
C1CNC(C23CC4CC(CC(C4)C2)C3)=N1,-3,5,-2,1,1,0,-2,-2,6

# High-throughput results from PubChem.
